Screening data from PubChem BioAssay.
LYPLA2 counter: LYPLA2 inhibitors, primary screen, counter-screen for PME1 inhibitor project, biochemical, fluorescence polarization, FP-Rh probe ABPP. AID 2177, 2009. 0.38% of 320,000 active. recombinant LYPLA2. Acyl-protein thioesterase 2 (Homo sapiens), O95372. inhibition, % at 5.9 µM;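 active = inhibition above the screen-wide mean plus 3 SD, limit set per campaign, cut at about 26% in these data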;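 also: 0% = LYPLA2 with DMSO and 100% = wells lacking LYPLA2 enzyme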
pPAFAH FP inh: pPAFAH enzyme inhibitors, primary screen, biochemical, fluorescence polarization, human. recombinant pPAFAH, FP-rhodamine probe fluorescence polarization. inhibition, % at 3.39 µM. 1.5% of 330,000 active. AID 463082, 2010;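 active = inhibition above the mean inhibition across the screen plus 3 SD, cut at about 25% in these data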;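 also: inhibitors block binding of the rhodamine activity-based probe so polarization drops; 0% = enzyme with DMSO and 100% = wells lacking pPAFAH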
Target sequence (Q13093 whole entry, looked up): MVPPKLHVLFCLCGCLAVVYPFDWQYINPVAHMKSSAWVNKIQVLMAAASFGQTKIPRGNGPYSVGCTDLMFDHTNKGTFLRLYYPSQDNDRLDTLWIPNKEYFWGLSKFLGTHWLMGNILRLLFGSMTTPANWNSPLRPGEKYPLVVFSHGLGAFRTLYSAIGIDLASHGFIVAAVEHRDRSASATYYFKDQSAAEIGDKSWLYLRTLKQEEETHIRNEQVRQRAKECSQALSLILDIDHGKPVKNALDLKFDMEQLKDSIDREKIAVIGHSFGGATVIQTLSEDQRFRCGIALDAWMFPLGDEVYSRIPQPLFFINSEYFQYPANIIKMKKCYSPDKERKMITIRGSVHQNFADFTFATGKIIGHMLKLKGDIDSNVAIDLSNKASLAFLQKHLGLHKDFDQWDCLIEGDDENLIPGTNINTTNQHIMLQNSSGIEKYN
PAFAH1B2 FP inh: PAFAH1B2 enzyme inhibitors, primary screen, biochemical, fluorescence polarization, human; Platelet-activating factor acetylhydrolase IB subunit alpha2 (Homo sapiens), P68402; recombinant PAFAH1B2, FP-rhodamine activity probe; inhibition, % at 3.39 µM; 1.2% of 340,000 active; AID 492953, 2010;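 active = inhibition above the mean of all tested compounds plus 3 SD, cut at about 24% in these data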;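 also: 0% = enzyme with DMSO and 100% = wells lacking PAFAH1B2; many of its hits are not listed in these tables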
PAD4 inh: human PAD4 inhibitors, primary screen, biochemical, fluorescence polarization, 1536-well format. Protein-arginine deiminase type-4 (Homo sapiens), Q9UM07. recombinant PAD4, RCA probe fluorescence polarization. inhibition, % at 6.36 µM. 0.41% of 330,000 active. AID 485272, 2010;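 active = percent inhibition above a cutoff equal to the mean of all tested compounds plus 3 SD, cut at about 15% in these data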;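 also: 0% = PAD4 with RCA probe and DMSO and 100% = probe without PAD4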
Target sequence (Q9UM07 whole entry, looked up): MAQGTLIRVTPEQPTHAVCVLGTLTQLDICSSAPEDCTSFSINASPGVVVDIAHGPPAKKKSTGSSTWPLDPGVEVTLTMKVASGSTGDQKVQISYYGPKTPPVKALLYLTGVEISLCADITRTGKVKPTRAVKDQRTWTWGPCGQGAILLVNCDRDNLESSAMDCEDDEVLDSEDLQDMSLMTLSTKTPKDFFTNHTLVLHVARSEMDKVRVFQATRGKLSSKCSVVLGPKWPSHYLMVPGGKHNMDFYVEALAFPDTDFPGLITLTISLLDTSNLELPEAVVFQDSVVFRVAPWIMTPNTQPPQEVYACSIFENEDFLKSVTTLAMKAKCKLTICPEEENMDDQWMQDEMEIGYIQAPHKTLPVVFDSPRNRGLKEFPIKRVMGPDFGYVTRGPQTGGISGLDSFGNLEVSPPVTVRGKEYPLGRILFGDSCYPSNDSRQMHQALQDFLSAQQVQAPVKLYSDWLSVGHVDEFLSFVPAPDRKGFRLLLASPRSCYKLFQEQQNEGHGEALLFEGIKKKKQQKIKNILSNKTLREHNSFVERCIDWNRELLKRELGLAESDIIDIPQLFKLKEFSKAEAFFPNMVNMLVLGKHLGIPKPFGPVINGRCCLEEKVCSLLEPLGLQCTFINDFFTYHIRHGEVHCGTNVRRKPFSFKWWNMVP
PAFAH2 FP inh: PAFAH2 enzyme inhibitors, primary screen, biochemical, fluorescence polarization, human; 0.99% of 340,000 active; inhibition, % at 3.39 µM; recombinant PAFAH2, FP-rhodamine activity probe; Platelet-activating factor acetylhydrolase 2, cytoplasmic (Homo sapiens), Q99487;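 active = inhibition above the mean over all tested compounds plus 3 SD, cut at about 30% in these data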;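 also: inhibitors block probe labeling of enzyme so polarization drops; 0% = enzyme with DMSO and 100% = wells lacking PAFAH2 protein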
LYPLA1 counter: LYPLA1 inhibitors, primary screen, counter-screen for PME1 inhibitor project, biochemical, fluorescence polarization, FP-Rh probe ABPP; Acyl-protein thioesterase 1 (Homo sapiens), O75608; 0.16% of 320,000 active; inhibition, % at 5.9 µM; AID 2174, 2009; recombinant LYPLA1;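 active = inhibition above the mean of all tested compounds plus 3 SD, set per campaign, cut at about 14% in these data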;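 also: inhibitors block serine hydrolase probe labeling of LYPLA1 so polarization falls; 0% = enzyme with DMSO and 100% = wells lacking LYPLA1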
GSTO1 counter: inhibitors of recombinant GSTO1, primary screen, counter-screen for RBBP9 inhibitor project, biochemical, fluorescence polarization. inhibition, % at 5.96 µM. activity-based probe fluorescence polarization. Glutathione S-transferase omega-1 (Homo sapiens), P78417. 1.1% of 300,000 active;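 active = inhibition above the campaign mean inhibition plus 3 SD, cut at about 35% in these data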;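 also: 0% = GSTO1-1 with DMSO and 100% = wells lacking GSTO1-1 enzyme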
PAFAH1B3 FP inh: PAFAH1B3 enzyme inhibitors, primary screen, biochemical, fluorescence polarization, human; Platelet-activating factor acetylhydrolase IB subunit alpha1 (Homo sapiens), Q15102; recombinant PAFAH1B3, FP-rhodamine probe; inhibition, % at 3.39 µM; 0.28% of 340,000 active;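 active = inhibition above the screen-wide average of all tested compounds plus 3 SD, cut at about 25% in these data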;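 also: 0% = enzyme with DMSO only and 100% = wells lacking PAFAH1B3 protein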
PREPL inh: PREPL enzyme inhibitors, primary screen, biochemical, fluorescence polarization. inhibition, % at 5.96 µM. Prolyl endopeptidase-like (Homo sapiens), Q4J6C6. 0.68% of 320,000 active. recombinant PREPL, fluorescence polarization activity-based probe; in the data active = inhibition above about 43%;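 also: 0% = enzyme with DMSO and 100% = wells lacking enzyme; many of its hits are not listed in these tables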
Starred values were filed as active, the others as inactive; . = no result given.

SMILES	LYPLA2 counter	pPAFAH FP inh	PAFAH1B2 FP inh	PAD4 inh	PAFAH2 FP inh	LYPLA1 counter	GSTO1 counter	PAFAH1B3 FP inh	PREPL inh
CC(=O)C1=NN(c2ccc(Cl)cc2)C(c2ccc3c(c2)OCO3)N(C(C)=O)N1C (centres undefined)	0	2	6	-7	6	0	1	1	6
O=S(=O)(c1ccc(Cl)cc1)N1CCc2ccccc21	-1	2	-14	-3	-79	-2	7	-17	-7
N#Cc1cn(Cc2ccccc2)c2ccccc12	5	1	3	6	5	2	1	-2	-2
Cc1ccccc1NC(=O)/C(C#N)=C\c1cc(C)n(-c2ccc(C(=O)O)cc2)c1C	0	6	2	-1	7	-1	7	6	-6
COc1ccc2nc(/C(C#N)=C\c3ccc(C(=O)O)cc3)[nH]c2c1	-11	5	1	-8	-3	-2	-3	6	-2
O=C(c1ccc(Cl)cc1)N1CCC(O)(CSc2ccc(Cl)cc2Cl)CC1	22	8	-4	-4	4	-7	-1	-6	11
CCC(=O)N(CCc1ccccc1C)Cc1cc2cc3c(cc2[nH]c1=O)OCO3	2	7	8	-6	2	-7	17	3	-5
O=S(=O)(NCCN1CCCC1)c1ccc(C(F)(F)F)cc1	1	3	8	-3	8	-3	-6	11	-6
CC1(C)CC(=O)C2=C(C1)NCN(Cc1ccc3c(c1)OCO3)C2	0	2	3	4	8	-1	12	10	-2
COc1ccc(C(C)=O)c(Oc2cc(NN3CCCCC3)c([N+](=O)[O-])cc2[N+](=O)[O-])c1	2	6	5	3	-1	-3	-2	10	2
COc1ccc([N+](=O)[O-])cc1NC(=O)COC(=O)Cc1cc(OC)c(OC)c(OC)c1	2	-1	6	-6	-1	1	-1	7	-4
Cc1nc(C)c(CC(=O)N/N=C/c2ccc(O)cc2)c(=O)[nH]1	2	2	0	0	1	-3	2	3	-2
Cc1cc(NC(=O)c2cc3n(n2)C(C(F)(F)F)CC(c2ccc(Cl)c(Cl)c2)N3)no1 (centres undefined)	0	11	0	-6	-1	2	-6	10	-1
O=C(COc1cccc2c1CCN(Cc1ccc(Br)cc1)C2=O)N1CCOCC1	1	2	2	-3	0	-2	8	10	24
COc1cccc2[nH]c3c(N4CCC5(CC4)OCCO5)ncnc3c12	0	3	3	0	-1	3	6	3	5
Cc1ccc(-c2cc(C(=O)N3CCN(c4ccccc4O)CC3)c3ccccc3n2)cc1	-8	5	-2	0	-1	-5	9	5	-61
COC(=O)c1oc2c(c1C)C(=O)CCC2	-4	-3	.	-4	.	-2	-10	.	-16
COCCCn1c(C)nc2c(c1=O)c1nc3ccccc3nc1n2CCc1ccccc1	-4	5	-2	-3	2	-5	4	9	-1
CN(C)c1nc(SCC(=O)Nc2ccccc2)nc(N2CCOCC2)n1	2	4	0	-1	11	-2	7	7	0
O=C(N1CCCCCC1)N1CCN(C(=O)N2CCCCC2)CC1	-3	3	4	-3	21	0	-1	6	-1

Next section, overlapping the part above by 2 compounds.
SMILES	LYPLA2 counter	pPAFAH FP inh	PAFAH1B2 FP inh	PAD4 inh	PAFAH2 FP inh	LYPLA1 counter	GSTO1 counter	PAFAH1B3 FP inh	PREPL inh
CN(C)c1nc(SCC(=O)Nc2ccccc2)nc(N2CCOCC2)n1	2	4	0	-1	11	-2	7	7	0
O=C(N1CCCCCC1)N1CCN(C(=O)N2CCCCC2)CC1	-3	3	4	-3	21	0	-1	6	-1
Cc1ccc(C(=O)C2=C(O)C(=O)N(Cc3cccnc3)C2c2ccc(OC(C)C)cc2)o1 (centres undefined)	2	-3	2	-5	-3	-2	2	0	9
CC1CCN(c2c(NCC3CCC(C(=O)NCCC4=CCCCC4)CC3)c(=O)c2=O)CC1 (centres undefined)	12	-4	5	-7	1	13	16	-4	13
CC(C)(C)NCc1cc2ccccc2[nH]c1=O	-6	5	0	0	-3	2	13	6	13
Cc1ccc(S(=O)(=O)N2CCN(C(=O)CCn3cncn3)CC2)cc1	1	0	9	4	-1	1	14	6	20
O=C(NCc1cccc(C(F)(F)F)c1)C1CC(c2cccc(F)c2)=NO1 (centres undefined)	10	8	9	0	4	-1	9	2	-9
O=S(=O)(Nc1cccc(-c2cn3c(n2)SCC3)c1)c1ccc(F)cc1F	-3	8	4	-8	-2	-6	-3	-2	7
C=CCn1c(SCC(=O)Nc2c(C)n(C)n(-c3ccccc3)c2=O)nc2sc(C)c(C)c2c1=O	3	11	3	-2	0	1	4	2	16
CC(=O)Nc1cccc(NC(C)=C(C#N)C#N)c1	-6	6	2	-4	3	2	7	6	1
CCSc1nnc(NC(NC(C)=O)(C(F)(F)F)C(F)(F)F)s1	2	-2	-2	-9	0	-1	3	-5	11
Cc1cc(F)ccc1S(=O)(=O)NCC(c1ccc2c(c1)OCO2)N1CCOCC1 (centres undefined)	-7	2	5	-1	3	-1	0	8	9
COc1ccc(S(=O)(=O)N/N=C(/C)c2ccc(Cl)cc2)cc1	4	15	0	-2	2	2	13	6	-11
CCOc1ccccc1N(CC(=O)NC1CCCCC1)S(C)(=O)=O	0	-1	3	3	-10	3	6	3	-3
O=C(C[n+]1cc(Br)cc2ccccc21)c1ccc(F)cc1	-4	3	2	-4	-1	-1	1	8	17
C[C@H](N)c1nnc(SCC(=O)c2ccc(Cl)cc2)o1	-1	0	4	-5	-1	1	2	8	7
COc1ccc2ccccc2c1/C=N/NC(=O)CC1(C)OCCCO1	-4	4	2	-4	-9	-4	0	-4	1
CCOC(=O)Cn1nc(C)c(NC(=O)c2cccc([N+](=O)[O-])c2)c1C	1	3	4	0	-4	0	11	8	7
Cn1c(COc2ccccc2)nnc1SCC(=O)Nc1ccc(N2CCOCC2)c(Cl)c1	8	11	4	-1	4	3	2	-9	20
COc1ccccc1CNC(=O)c1ccc(Cl)c(NC2=NC3CS(=O)(=O)CC3S2)c1 (centres undefined)	1	-6	4	-2	7	0	-2	-6	-5
C(=N\N=C\c1ccncc1)/c1ccncc1	5	-1	-1	-3	-3	4	2	11	10
CCCCCC1CCC(C(=O)NCCN2CCOCC2)CC1 (centres undefined)	5	0	5	0	-1	-2	-3	6	20
O=C(c1ccc2c(=O)n3c(nc2c1)CCCCC3)N1CCN(C(c2ccccc2)c2ccccc2)CC1	1	13	0	-2	-10	1	-2	-1	21
CCN(CC)c1ccc(N)cc1S(=O)(=O)Nc1ccccc1OC	4	7	1	0	-6	3	9	5	17
O=C(CSc1nncs1)N1c2ccccc2Sc2ccccc21	0	-2	2	1	-1	0	6	-1	-7
CCCn1c(SCC(=O)c2c(N)n(C3CC3)c(=O)[nH]c2=O)nc2cc(S(N)(=O)=O)ccc21	0	2	-1	-2	0	0	.	4	0
COc1ccc(C2=NN(Cc3ccccc3)C3C(=O)NC(=O)C23)cc1 (centres undefined)	2	0	3	1	-10	-2	7	5	0
Cc1ccccc1OCCSCc1nc2ccccc2[nH]1	2	1	-3	1	-1	-1	5	8	-5
CCC(=O)N(c1nnc(SCC(=O)NN2C(=O)NC3(CCCCC3)C2=O)s1)C1CC1	-2	0	2	-6	0	-1	.	-1	14
CCOC(=O)c1[nH]c2ccc(F)cc2c1NC(=O)c1cc(OC)c(OC)c(OC)c1	4	-6	-1	8	-1	-4	-10	3	-1
Oc1cccc2cc3cccc(O)c3c(O)c12	-8	13	1	-11	0	-22	26	16	0
CC1=NNC(=O)C1CCC(=O)N/N=C(/C)c1ccc([N+](=O)[O-])cc1 (centres undefined)	3	5	-3	0	-3	-1	4	5	-1
CS(=O)(=O)Nc1ccccc1C(=O)Nc1cccc(Cl)c1	0	1	4	3	-6	-1	-14	-11	17
O=C(O)c1ccc2c(=O)n(-c3ccc(F)c(Cl)c3)c(=S)[nH]c2c1	-3	3	3	-8	5	1	-9	-1	-12
Cc1ccc(SCC(=O)NCC(C)C)cc1	7	-3	15	5	4	0	0	1	-7
NS(=O)(=O)c1ccccc1NC(=S)Nc1ccccc1S(N)(=O)=O	3	1	2	-2	3	2	5	6	7
Cc1ccc(Cl)cc1NC(=O)C(NS(=O)(=O)c1cccs1)c1ccccc1 (centres undefined)	-5	4	3	-4	2	-5	-7	5	-4
CSc1cccc(NC(=O)CN(c2ccc(C)cc2C)S(C)(=O)=O)c1	4	8	-1	-3	-4	-1	9	-3	-25
COc1ccc(C(=O)NNC(=O)CN2CCN(c3nc(-c4ccccc4)cs3)CC2)cc1	3	5	-6	-6	-10	-2	9	-8	0
Cc1ccccc1-n1c(SCC(=O)NCC2CCCO2)nnc1-c1ccncc1 (centres undefined)	.	5	3	3	-1	.	.	7	-2
Cc1nn(Cc2cccc(C(=O)NC34CC5CC(CC(C5)C3)C4)c2)c(C)c1Br	-10	-14	2	-4	-1	-5	6	11	7
O=S(=O)(ON(c1ccccc1)S(=O)(=O)c1ccccc1)c1ccccc1	9	9	7	1	9	-2	0	6	-1
O=C(Sc1nnnn1C1CCCCC1)c1cccs1	0	-5	.	-5	.	0	-4	.	-12
CCC(C(=O)OC)n1cnc2c(nnn2-c2ccc(F)cc2)c1=O (centres undefined)	1	3	5	0	3	-13	7	-5	12
C#Cc1ccc([C@H]2C=C(C(=O)N3CCOCC3)O[C@@H](OCC)[C@@H]2CCCO)cc1	-3	2	2	-1	6	-5	0	3	10
CCOC(=O)c1c(NC(=O)COC(=O)c2nc(Cl)ccc2Cl)sc2c1CCC2	8	2	2	2	-8	6	3	2	-2
COc1ccc(NC(=O)CSc2nnc(Cc3cccs3)n2-c2ccc(C)cc2)cc1	6	16	3	3	-1	-1	4	-6	11
CCN(CC)c1ccc(C(=O)NC(=S)N2CCN(Cc3ccc4c(c3)OCO4)CC2)cc1	2	4	1	-3	-1	1	3	-2	6
O=[N+]([O-])c1cccc(-c2nnc(-c3ccc4c(c3)OCO4)o2)c1	-5	-1	-1	-7	5	0	-6	3	-12
CC[C@H](C)[C@H](NC(=O)c1ccccc1)C(=O)Nc1ccc(S(=O)(=O)Nc2cc(C)nc(C)n2)cc1	0	-2	1	1	-3	4	-11	4	-10
Cc1ccc(C)c(N2C(=O)c3cc(N4CCOCC4)c([N+](=O)[O-])cc3C2=O)c1	-2	2	5	2	6	-1	3	3	2
O=C(O)C1CCCN1C(=O)C12CC3CC(CC(C3)C1)C2 (centres undefined)	6	1	9	0	-3	3	-2	7	-7
CCCn1nc(Oc2nc(NCC)nc(NCC)n2)ccc1=O	3	5	-3	0	-1	2	4	-2	9
CCn1c(-c2ccco2)n[nH]c1=S	1	2	0	0	2	-5	-9	-1	-6
O=C1[C@@H]2C(c3ccccc3Cl)=NO[C@@H]2C(=O)N1Cc1ccccc1	-2	-1	4	-11	1	1	-2	0	-4
CC(C)=CCC/C(C)=C/Cc1c(O)ccc(C(=O)/C=C/c2ccc(O)cc2)c1O	-28	3	0	-2	-8	-16	-7	-4	-4
O=C(NC(=S)N1CCOCC1)c1cn(-c2ccccc2)nc1-c1ccccc1	-3	-1	2	4	0	-3	.	2	-4

Some of the compounds tested; the hit share may differ from the screen's.
